# Assay outcomes (PubChem)
# MLL CXXC-DNA inh: blocks binding of human MLL CXXC domain to DNA; Potency, µM (series often up to 115 µM), without a hit: at the top dose activity change, negative = inhibition, usual class: inhibitors; hit rate 0.037% among 290,000; MLL-CXXC / FITC-HOXA9 DNA fluorescence polarization; active = well fitted inhibition curve with a large enough effect in the polarisation, with a control signal flat, not every such curve was filed as active; inconclusive = small, poorly fitted or top-dose-only effect, or effect the other way, or a change in a side signal; inactive = no such curve, though single readings can be large or run the other way; the % refers to the polarisation; also: potency is read from the fitted curve at half-maximal effect
#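 Purified MLL-CXXC (added from a 7 uM solution) was preincubated 5 min at ambient with pinned compounds in 50 mM Tris-HCl pH 7.5, 50 mM NaCl, 1 mM DTT, 0.05% BSA. Fluorescein-labeled HOX-A9 DNA (50 nM solution) followed, 30 min, then polarization read.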
# Coupling enz: coupling enzyme interference in Giardia aldolase counter-screen; coupling enzyme system counterscreen, AmpLite Red fluorescence; activity change, negative = inhibition, % at 58.2 µM, hits read low; hit rate 0.67% among 290,000; in the data active = activity change below about -30%; also: % is scaled to controls: 0 for no effect and ±100 for the full control effect
#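 First, compound is pin-transferred into glyceraldehyde-3-phosphate coupling-enzyme reagent at 57.5 uM final and held 10 min at RT. Next, substrate, coupling system and AmpLite Red are added. After 20 min RT, fluorescence (525/598 nm) is read.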
# BCR signal inh: chronic active BCR signaling inhibition. hit rate 0.05% among 340,000. Potency, µM (titrated, usually from 46.1 µM), for inactives: top-dose ratio change, negative = lower green/red ratio, usual class: inhibitors. ABC-DLBCL IkBa-CBG/CBR reporter, luminescence ratio, 4 h; active = well fitted inhibition curve with a large enough effect in the signal ratio, with a control signal flat, not every such curve was filed as active; inconclusive = small, poorly fitted or top-dose-only effect, or effect the other way, or a change in a side signal; the % refers to the signal ratio;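 also: potency is read from the fitted curve at half-maximal effect; plate controls were basal doxycycline-induced cells for no effect and cells given 10 µM MG132 for full effect; MG132 reads +100%, hits lower the ratio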
#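 TMD8 human ABC-DLBCL cells with doxycycline-inducible IκBα–green luciferase fusion and unfused red luciferase, in 0.5% FBS medium; compounds up to 46 uM, 4 h at 37C. Green/red luminescence ratio, filter-overlap corrected, fitted to concentration-response curves.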
# hERG WT inh: blocks the wildtype human KCNH2 potassium channel. U2OS, BacMam KCNH2, thallium flux FluxOr; hits give low values. hit rate 0.37% among 340,000. activity change, % at 1.84 µM. AID 720551;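 active = maximum activity change below -70%; inconclusive = maximum activity change between -70% and -50%; inactive = maximum activity change above -50%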; also: % is scaled to controls: 0 for no effect and ±100 for the full control effect
# Target sequence (Q12809 whole entry, looked up): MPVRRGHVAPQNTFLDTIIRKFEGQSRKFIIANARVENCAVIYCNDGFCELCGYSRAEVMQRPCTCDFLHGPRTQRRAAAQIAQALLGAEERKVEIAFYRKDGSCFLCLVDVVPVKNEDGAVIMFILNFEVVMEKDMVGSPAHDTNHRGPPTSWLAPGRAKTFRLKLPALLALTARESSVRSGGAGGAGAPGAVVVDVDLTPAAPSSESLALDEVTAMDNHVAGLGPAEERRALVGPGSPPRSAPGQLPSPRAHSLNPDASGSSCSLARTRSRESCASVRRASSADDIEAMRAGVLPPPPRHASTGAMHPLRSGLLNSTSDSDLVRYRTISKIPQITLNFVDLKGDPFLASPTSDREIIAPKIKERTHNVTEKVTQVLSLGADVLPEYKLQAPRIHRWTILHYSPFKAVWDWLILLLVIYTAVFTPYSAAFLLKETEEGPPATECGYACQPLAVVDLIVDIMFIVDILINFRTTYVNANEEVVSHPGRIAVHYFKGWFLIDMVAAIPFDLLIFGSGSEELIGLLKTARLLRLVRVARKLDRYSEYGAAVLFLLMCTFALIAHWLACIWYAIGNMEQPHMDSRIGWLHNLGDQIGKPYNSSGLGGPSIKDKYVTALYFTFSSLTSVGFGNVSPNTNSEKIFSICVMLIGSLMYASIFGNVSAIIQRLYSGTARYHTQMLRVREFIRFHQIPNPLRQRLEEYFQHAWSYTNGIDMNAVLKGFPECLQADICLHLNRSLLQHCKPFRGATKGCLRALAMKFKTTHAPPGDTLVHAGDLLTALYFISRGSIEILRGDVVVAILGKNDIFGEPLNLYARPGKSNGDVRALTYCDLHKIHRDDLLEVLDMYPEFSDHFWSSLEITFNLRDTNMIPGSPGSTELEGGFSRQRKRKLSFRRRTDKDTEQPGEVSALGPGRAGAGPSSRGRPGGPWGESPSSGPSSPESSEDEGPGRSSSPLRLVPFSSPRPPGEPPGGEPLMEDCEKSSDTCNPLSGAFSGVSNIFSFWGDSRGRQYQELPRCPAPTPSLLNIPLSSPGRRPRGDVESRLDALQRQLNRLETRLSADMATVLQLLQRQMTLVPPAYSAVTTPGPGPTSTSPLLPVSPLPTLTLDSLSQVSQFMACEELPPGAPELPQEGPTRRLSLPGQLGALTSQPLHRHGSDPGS
#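 U2OS cells were transduced with wild-type KCNH2 virus (2.03 x 10^8 / mL) for 4 h at room temperature, then cultured overnight at 37 C. Thallium flux was read with FluxOr dye. Rate constants were normalized to DMSO controls.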
# TCR act: T cell receptor activation; primary human leukocytes, anti-CD3, IL-2 HTRF, 48 h; AID 504894; 330,000 tested, under 10 active; Potency, µM (highest dose often 9.22 µM), for inactives: at the highest dose activation of IL-2 secretion, usual class: activators; also: % of control where 0% means no effect
#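 Primary human leukocytes receive a-CD3 beads and test compound and are incubated 48 hr. Secreted IL-2 is then assayed by HTRF, measuring 665nm acceptor emission after 320nm excitation of the europium donor.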
# Giardia killer: Giardia lamblia killing | Giardia lamblia trophozoite viability | hit rate 0.15% among 340,000 | activity change, % at 7.66 µM, hits read low; in the data active = activity change below about -80%; inconclusive = between about -30% and that limit;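 also: parasites exposed to compound for two days anaerobically before the ATP read; % is scaled to controls: 0 for no effect and ±100 for the full control effect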
#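 Viability, read as ATP luminescence: trophozoites at 100 cells/well, compound added, 48 hrs anaerobic at 37 deg C, then 15-30 min room-temperature development before reading.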
# GALK inhibitor: inhibitors of human galactokinase | P51570 | Purified GALK, Kinase-Glo residual ATP luminescence | Potency, µM (top dose mostly 57.5 µM), for inactives: at the top dose activity change, negative = inhibition, most hits filed as inhibitors | hit rate 0.007% among 270,000 | AID 1868; also: potency is read from the fitted curve at half-maximal effect; % is scaled to controls: 0 for no effect and ±100 for the full control effect
#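 Human GALK (5 nM) with 35 uM ATP and 100 uM galactose in 20 mM HEPES pH 8.0, 5 mM MgCl2, 60 mM NaCl, 1 mM DTT, 0.01% BSA. After 1 h at room temperature, leftover ATP was read by Kinase-Glo Plus luminescence.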
# AT treatment: potential ataxia-telangiectasia treatments restoring KAP-1 phosphorylation; […] A-T fibroblasts, KAP-1 phosphorylation AlphaLISA; neocarzinostatin DNA damage 30 min before lysis; Potency, µM (titrated, usually from 57.5 µM), for the others: top-dose activation, hits mostly activators; hit rate 0.19% among 320,000; also: potency is read from the fitted curve at half-maximal effect; % of control where 0% means no effect; nearly all actives have a fitted effect of over 45% in size
#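 hTERT-immortalized A-T patient fibroblasts ([…]), 500 cells/well in OPTI-MEM, 1% FBS, got compounds for 60 min, then NCS for 30 min at 37C. Lysates were then assayed for phospho-KAP-1 by AlphaLISA (anti-pKAP1 donor, anti-KAP1 acceptor beads), 6 hr at 25C.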
# Tb PFK inh: T. brucei PFK enzyme inhibition. T. brucei PFK, ADP-Glo luminescence. Potency, µM (titrated, usually from 57.5 µM), inactives show at the top dose activity, negative = inhibition, usual class: inhibitors. hit rate 0.17% among 330,000;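 also: potency is read from the fitted curve at half-maximal effect; 0% = uninhibited 1x PFK enzyme wells and -100% = no-enzyme wells; nearly all actives have a fitted effect of over 60% in size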
#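 Luminescent ADP detection (ADP-Glo, two-step: ATP depletion then ADP-to-ATP conversion for luciferase) reported PFK activity after 45 min room-temperature reaction of 1.25 nM enzyme with 0.5 mM F6P and 0.1 mM ATP at pH 8.0.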
# TSHR antagonist: antagonists of human thyroid stimulating hormone receptor; P16473; AID 504810; activity change, negative = inhibition, % at 11.5 µM; hit rate 0.2% among 330,000; TSHR-expressing cells, TSH-stimulated cAMP HTRF, 2 h; hits give low values;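 active = activity change below a set negative limit, meaning inhibition stronger than a set level, cut at about -70% in these data; inconclusive = activity change between two set negative limits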; also: % is scaled to controls: 0 for no effect and ±100 for the full control effect
#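 Competitive HTRF cAMP read-out (cryptate anti-cAMP antibody, cAMP-d2; 30 min, room temperature) in freshly harvested TSHR cells. Compounds added before TSH at EC80 (4nM final), followed by 2 hours' incubation at 37 deg C.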
# An asterisk follows results filed as active; ? = inconclusive; · = no result given; [ ] = remark or other dose. Unless noted, calls follow the shape of the dose curve; as a rule, active = well fitted curve in the direction sought with a large enough effect; inconclusive = small, poorly fitted or top-dose-only effect, or another doubt; inactive = no such curve, though single readings can be large; an effect the other way counts as inactive or inconclusive.
canonical_smiles	AT treatment	GALK inhibitor	BCR signal inh	hERG WT inh	MLL CXXC-DNA inh	Giardia killer	Tb PFK inh	Coupling enz	TSHR antagonist	TCR act
Cc1ccc2oc(=O)n(CCCOc3ccccc3C)c2c1	11%	0%	-14%	18	-8%	8	0%	-1	-18	2%
CC(=O)Nc1cccc(C(=O)N(Cc2ccccc2)Cc2ccccc2)c1	31%	8%	-4%	-9	3%	9	-1%	2	32	9%
Cc1ccc(-c2csc3ncn(CC#N)c(=O)c23)cc1C	-8%	-6%	1%	-5	-5%	-15	?	-4	-48	10%
O=S(=O)(Nc1cc(F)ccc1F)c1cccc2nonc12	-1%	-1%	1%	6	?	-13	2%	-3	-13	2%
COc1cccc(NC(=S)N2CCCN(Cc3ccc(F)cc3)C2)c1	3%	-2%	5%	-1	4%	-6	1%	-4	-104*	-4%
Cc1nn(C)c(C)c1CCC(=O)N1CCCC(C(=O)c2cccc(OC(C)C)c2)C1 (stereo not given)	8%	2%	0%	-16	6%	-8	-6%	-1	-13	2%
CN(C)CCCNC(=O)c1cc(C(=O)Cc2ccccc2)c[nH]1	2%	0%	-2%	·	6%	20	5%	2	-7	-2%
CC1CCCCC1NCC(=O)Nc1ccccc1C(=O)Nc1ccccc1 (stereo not given)	16%	·	-3%	2	·	-2	3%	·	-8	0%
COc1ccc(C2CC3(O)NC(=O)C(C#N)(C3C)C2(C#N)C#N)cc1 (stereo not given)	35%	-1%	-4%	-18	-9%	-8	4%	1	-9	0%
Cc1ccc(NC(=O)CS(=O)CC(=O)N(c2ccccc2F)C(C)C(=O)NC2CCCC2)cc1 (stereo not given)	-9%	0%	0%	-4	0%	-12	1%	5	5	2%
CCOc1ccc2c(c1)c1nnc(SCC(=O)N3CCC(C)CC3)nc1n2C	6%	0%	6%	15	7%	-3	-4%	2	3	2%
COC(=O)c1ccccc1Nc1ccccc1	8%	0%	0%	-14	25%	-13	5%	0	6	0%
CC12CCC(C(=O)NCc3ccc4c(c3)OCO4)(OC1=O)C2(C)C (stereo not given)	16%	1%	-1%	2	-2%	-19	3%	3	0	-5%
CS(=O)(=O)N(CC(=O)N1CCCCC1)c1cccc(F)c1	0%	2%	-2%	4	-2%	1	-5%	7	2	-30%
Cc1nn(CC(=O)Nc2ccc(C(=O)N3CCCC3)cc2)c(=O)c2ccccc12	-1%	-2%	-23%	6	0%	-11	-4%	0	4	-10%
COc1cccc(CNC(=O)CCl)c1	-1%	1%	?	-12	16%	-1	-6%	-1	23	-9%[46.1 µM]
CC(C)(C)c1cc(C(=O)NCc2ccco2)ccn1	0%	-5%	-7%	-27	3%	-2	-18%	-1	3	·
CCN(CCNC(=O)CC1Oc2ccccc2NC1=O)c1ccccc1 (stereo not given)	5%	2%	-8%	-2	6%	-4	0%	0	-2	6%
NCCNc1ccc([N+](=O)[O-])c(NC2CC2)c1	-8%	3%	4%	17	-5%	-14	3%	4	-2	6%[46.1 µM]
Cc1ccc2nc(-c3cccc(S(=O)(=O)N4CC(C)OC(C)C4)c3)cn2c1 (stereo not given)	3%	-2%	0%	3	-3%	-15	2%	-4	3	6%
COc1ccc(NC(=S)Nn2cnnc2)cc1OC	0%	1%	6%	-11	0%	2	-3%	-1	-4	-2%
O=C(NC1CCCCC1)C(c1ccco1)N(C(=O)C(F)(F)F)C1CC1 (stereo not given)	·	0%	9%	11	2%	0	-1%	1	-4	1%[46.1 µM]
CC(=O)N1CCOc2ccc(S(=O)(=O)NCCc3cccc(C)c3)cc21	-3%	-1%	-1%	26	0%	-28	-4%	0	35	4%
Nc1nc(NCCN2CCOCC2)nc(NCc2ccccc2)c1[N+](=O)[O-]	-2%	9%	?	5	-5%	4	-6%	-2	-8	-27%
O=C(NCc1ccco1)C1CCCN(c2nnc(-n3cccc3)s2)C1 (stereo not given)	10%	-5%	-2%	0	3%	-3	?	·	14	-6%
O=C(Nc1nc2nc(-c3ccccc3)cc(=O)n2[nH]1)c1ccccc1	-1%	-8%	-19%	-2	3%	1	16%	10	1	4%
COc1ccc2c3c(cccc13)C(=O)CC2	-1%	4%	?	3	?	4	-3%	-4	5	1%
CSc1nsc(SC)c1C(=O)NC(=O)Nc1cccnc1	-5%	·	6%	-2	2%	9	4%	0	10	-9%
COc1ccc(S(=O)(=O)N2CCC(C(=O)Nc3cccc(C(C)=O)c3)CC2)cc1	2%	0%	3%	8	-9%	-1	-7%	3	10	0%[46.1 µM]
CC(C)c1ccc2c(c1)C(c1cccs1)=NNC(c1ccncc1)=N2	0%[11.5 µM]	7%	0%	-3	-2%	-1	7%	2	35	1%

# The listing continues:
canonical_smiles	AT treatment	GALK inhibitor	BCR signal inh	hERG WT inh	MLL CXXC-DNA inh	Giardia killer	Tb PFK inh	Coupling enz	TSHR antagonist	TCR act
CS(=O)(=O)N1CCN(C2CCN(Cc3ccccc3)CC2)CC1	2%	0%	-1%	10	7%	2	-11%	-1	4	-32%
O=C(Nc1cc(S(=O)(=O)N2CCOCC2)ccc1N1CCOCC1)c1c(F)cccc1Cl	11%	·	1%	0	·	-6	-1%	·	14	0%[46.1 µM]
O=C(NC(=S)N1CCN(C/C=C/c2ccccc2)CC1)c1ccco1	-1%	8%	?	-7	0%	6	0%	2	-1	-2%
CC1CN(CC(O)COCc2ccc3c(c2)OCO3)CC(C)O1 (stereo not given)	-2%	2%	3%	7	6%	-16	-1%	2	15	5%
CCOc1ccccc1Nc1nc(-c2sc(NC(=O)c3ccccc3)nc2C)cs1	9%	-2%	-16%	·	6%	·	10%	-2	6	·
C=Cc1ccc(COC(=O)c2cn(CC)c3nc(C)ccc3c2=O)cc1	4%	·	4%	-2	6%	-1	-7%	0	-4	7%
CC(C)NC(=O)Nc1ccc2c(c1)C(=O)N([C@H](C)CO)C[C@H](C)[C@@H](CN(C)S(=O)(=O)c1ccc(F)cc1)O2	-4%	·	0%	10	·	19	-3%	·	28	0%
O=C(Nc1cccc(S(=O)(=O)NCc2ccco2)c1)c1ccc(Cl)cc1	10%	·	7%	-1	·	1	0%	·	7	8%[46.1 µM]
O=C(O)COc1ccccc1/C=N/NC(=O)Cc1csc(Nc2cccc(C(F)(F)F)c2)n1	3%	4%	7%	-3	0%	-3	-7%	7	2	3%
CCC(=O)N(CCc1ccccc1C)Cc1cc2cc3c(cc2[nH]c1=O)OCO3	2%	2%	?	-4	14%	3	8%	2	5	-8%
CCC(C)c1ccc(OCCCCN2CCOCC2)cc1 (stereo not given)	3%	2%	?	-1	1%	-7	-2%	0	0	-5%
O=C(Nc1c(-c2ccccc2)nc2sccn12)c1ccccc1	-2%	1%	7%	-7	6%	?	1%	5	0	1%
COC(=O)c1ccc(=O)n(Cc2ccc3c(c2)OCO3)c1	7%	0%	0%	6	-3%	-4	0%	2	-8	1%
CCOc1ccccc1CN1CCNC(=O)C1CC(=O)N(C)CCC1CCOCC1 (stereo not given)	-3%	3%	-3%	11	-3%	1	1%	2	2	-1%
O=C(/C=C/Sc1ncn[nH]1)c1ccc(Cl)cc1	-4%	-5%	?	3	-3%	-14	-6%	3	-19	-3%
CC(NS(=O)(=O)c1ccccc1)C(=O)Nc1ccc(S(N)(=O)=O)cc1 (stereo not given)	8%	-4%	-2%	-11	-6%	6	-1%	0	39	2%[46.1 µM]
Cc1cccc(/C=N/NC(=O)Cn2nc(C)cc2C)n1	3%	3%	-5%	9	2%	23	4%	3	8	0%[46.1 µM]
CCCN(CCC)CCCNC(=O)CNC(=O)c1nn(-c2ccc(OC)cc2)c(=O)c2ccccc12	-5%	0%	4%	9	7%	-3	-2%	-2	12	1%
CC(C)n1cc(/C=N/NC(=O)COc2cccc3cccnc23)c2ccccc21	3%	2%	-14%	-1	-3%	1	-3%	-1	-3	-10%[46.1 µM]
CCN(CC)c1ccc(/C=N/n2c(=S)[nH]nc(C)c2=O)cc1	-3%	2%	1%	7	-10%	-11	1%	-2	-2	1%
Cc1n[nH]c(=O)c2c(NC(=O)CSc3cc(Cl)ccc3Cl)oc(C)c12	3%	·	1%	2	·	2	-1%	·	-3	0%
CSc1cccc(NC(=O)c2ccccc2N(C)S(C)(=O)=O)c1	·	-1%	?	0	-5%	-1	-2%	0	-7	-3%
O=C(COC(=O)/C=C/c1ccc(C(F)(F)F)cc1)NCc1ccco1	0%	-7%	1%	1	4%	?	0%	·	-9	4%
Cc1nonc1NC(=O)CSc1nnc(N)s1	0%	-1%	-9%	9	-4%	-2	1%	1	1	-5%
COc1ccc(S(=O)(=O)C(C#N)c2nc3ccccc3nc2N2CCCC(C)C2)cc1 (stereo not given)	-5%	-7%	10%	7	0%	12	4%	-4	-6	1%
